# GALR2 blocker: GALR2 antagonists in receptor-expressing cells, primary screen. AID 828, 2007. actives 0.39% (n = 140,000). Galanin receptor type 2 (Homo sapiens), O43603. inhibition, % at 4 µM. antagonist mode; in the data active = inhibition above about 27%;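 also: cells stimulated with galanin 1-16 at roughly its EC80; 0% = agonist challenge control and 100% = basal control without agonist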
# Target sequence (O43603 whole entry, looked up): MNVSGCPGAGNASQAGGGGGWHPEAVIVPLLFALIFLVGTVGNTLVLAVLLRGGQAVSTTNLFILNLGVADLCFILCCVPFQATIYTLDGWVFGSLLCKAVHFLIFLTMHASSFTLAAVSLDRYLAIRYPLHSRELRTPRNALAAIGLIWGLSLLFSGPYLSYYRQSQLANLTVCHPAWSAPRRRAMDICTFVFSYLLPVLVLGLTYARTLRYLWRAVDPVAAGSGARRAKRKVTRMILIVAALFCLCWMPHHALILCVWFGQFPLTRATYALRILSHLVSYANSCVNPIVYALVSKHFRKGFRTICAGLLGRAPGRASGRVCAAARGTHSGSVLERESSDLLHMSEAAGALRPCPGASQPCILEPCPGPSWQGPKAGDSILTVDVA
# E-sel TNF inh: E-selectin induction blockers in HUVEC – imaging, immunofluorescence, high content, primary screen. AID 1246, 2008. actives 0.71% (n = 120,000). HUVEC TNFa-induced E-selectin immunofluorescence. inhibition, % at 2 µM;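 active = inhibition above the batch mean plus 3 SD, and confirmed as a hit on visual image review, cut at about 43% in these data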;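 also: 0% = TNF-stimulated DMSO wells and 100% = unstimulated control wells; not every result past the cut was called active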
# PTEN del growth: growth suppression of PTEN-null HCT116, primary screen, cell-based, CellTiter-Glo; HCT116 PTEN-null viability, 60 h; active compounds read low; viability, % at 10 µM; AID 827, 2007; actives 1.2% (n = 140,000);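 active = viability at or below a set limit, 4 SD under the median of all tested compounds, cut at about 3.7% in these data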;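 also: PTEN knockout HCT116 line with beta catenin targeted HCT116 as companion control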
# Phagocytosis inh: inhibitors of macrophage phagocytosis, primary screen, imaging, J774A.1 cells, IgG beads; J774A.1 macrophage IgG-bead phagocytosis; inhibition, % at 5 µM; actives 0.07% (n = 110,000);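 active = inhibition above the mean of the plate negative controls plus 5 SD, cut at about 13% in these data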;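 also: phagocytic index as fraction of beads internalized from green versus red external bead signal; plate controls were DMSO negative control for no effect and cytochalasin-D positive control for full effect; some results beyond the cut were filed as inactive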
# NPY Y2 blocker: NPY-Y2 receptor antagonists, primary screen, cell-based. inhibition, % at 2.7 µM. NPY-Y2 expressing cells, antagonist mode. actives 0.99% (n = 140,000). AID 793, 2007; in the data active = inhibition above about 17%;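 also: 0% = vehicle with agonist challenge and 100% = reference antagonist with challenge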
# Target sequence (P49146 whole entry, looked up): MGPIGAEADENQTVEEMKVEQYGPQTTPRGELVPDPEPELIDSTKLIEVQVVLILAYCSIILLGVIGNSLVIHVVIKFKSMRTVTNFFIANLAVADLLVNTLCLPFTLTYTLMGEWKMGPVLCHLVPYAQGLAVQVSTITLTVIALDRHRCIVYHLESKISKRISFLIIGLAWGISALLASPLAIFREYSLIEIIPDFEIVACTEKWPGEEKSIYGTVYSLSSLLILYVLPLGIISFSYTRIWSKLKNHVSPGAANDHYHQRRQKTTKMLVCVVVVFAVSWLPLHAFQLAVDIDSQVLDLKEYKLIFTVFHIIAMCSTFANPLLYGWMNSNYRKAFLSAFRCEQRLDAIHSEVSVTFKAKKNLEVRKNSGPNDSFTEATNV
# Measles CPE: compounds protecting cells from measles virus cytopathic effect, primary screen, measles RdRp inhibitor project, single point, MLSMR library, absorbance | actives 1.5% (n = 140,000) | Measles virus-infected cells, CPE protection | protection (pct of control), % at 4 µM | AID 841, 2007; in the data active = protection mostly above about 24%, no sharp cut-off; inactive = mostly below about 26%; also: some compounds called inactive have numbers as strong as hits
# BB579 growth dn: growth inhibitors of yeast BB579 in restrictive medium, primary screen, yeast lifespan-shortening project, S. cerevisiae. OD615, 48 h. inhibition, % at 10 µM. actives 0.51% (n = 140,000);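 active = inhibition above a set limit, 3 SD over the mean compound inhibition, cut at about 44% in these data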; also: inactives centre near -24
#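 Assay system – yeast BB579 (DeaD) · Dosing – single compound dose of 10 µM, 0.25% DMSO final · Detection – OD615 turbidity measurement · Buffer or medium – CSMM-D restrictive synthetic medium containing dextrose (glucose) · Benchmarks – positive control amphotericin B 10 µg/mL · Incubation – 48 h exposure, 30 °C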
# MRP-1 activ: H69AR viability gain despite doxorubicin, primary screen, MRP-1 activator project, H69AR cells, CellTiter-Glo; actives 0.61% (n = 140,000); viability rescue; viability increase, % at 10 µM;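 active = viability gain under doxorubicin at or above a set limit, the compound median plus 3 SD, cut at about 4.7% in these data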;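 also: MRP-1 overexpressing cells given doxorubicin 25 µM after compound pretreatment; 18-22 h compound pretreatment then 72 h with doxorubicin before readout; 0% = doxorubicin-only wells and 100% = vehicle-treated cells without doxorubicin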
# Yeast lifespan up: compounds extending yeast replicative lifespan, primary screen, S. cerevisiae, OD615; S. cerevisiae growth with nicotinamide; deaD strain in restrictive glucose medium; inhibition of the nicotinamide effect, % at 10 µM; actives 0.68% (n = 130,000); AID 775, 2007;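 active = inhibition above a set limit, placed 3 SD over the median of all compounds, cut at about 26% in these data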;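 also: 0% = nicotinamide-treated wells and 100% = cells grown without nicotinamide; some compounds called inactive have numbers as strong as hits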
#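 Assay system: DeaD-strain S. cerevisiae. Medium: CSMM-D glucose medium, restrictive. Reagent: nicotinamide, 1.5 mM, co-present with compound. Compound: 10 µM single point, 0.25% DMSO. Schedule: culture preincubation 4 h, compound exposure 48 h, both 30 °C. Detection: absorbance at 615 nm.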
# bCat KO growth: primary screen for growth suppressors in beta-catenin knockout HCT116 cells (colon tumor, human); AID 818, 2007; actives 1.5% (n = 140,000); HCT116 beta-catenin knockout viability, CellTiter-Glo, 60 h; active compounds read low; viability, % at 10 µM;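 active = viability at or under a set limit, the compound median less 4 SD, cut at about 6% in these data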;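 also: 0% = Hyamine 1622 control at 20 µM and 100% = untreated cell control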
# Numbers without * were called inactive; / = not tested or not shown.
nr	canonical_smiles	GALR2 blocker	E-sel TNF inh	PTEN del growth	Phagocytosis inh	NPY Y2 blocker	Measles CPE	BB579 growth dn	MRP-1 activ	Yeast lifespan up	bCat KO growth
1	CCOc1cc(CNCCCN2CCOCC2)cc(Br)c1OCC(=O)Nc1cccc(C(F)(F)F)c1	-15	-59	1.5*	1	12	8	-7	-6.9	-31	1.9*
2	CCC(C)NS(=O)(=O)c1ccc(NC(=O)c2c(-c3ccccc3)noc2C)cc1 (stereo not given)	1	/	69	0	-1	16	-12	-1.1	-7	78
3	O=C(NCCC1=CCCCC1)C1CCN(c2nnc(-n3cccc3)s2)CC1	-14	1	72	1	8	20	-18	-2.8	-9	72
4	Cc1ccccc1OCC(=O)N/N=C/c1c(C)nn(-c2ccccc2)c1Cl	-11	-25	86	2	4	2	-8	0.5	-3	91
5	O=C(O/N=C(\c1ccccc1)c1ccccn1)c1ccc(Cl)c(Cl)c1	4	-26	84	0	9	3	-8	-1.2	0	80
6	Cc1csc(=S)n1-c1ccccc1	-2	-6	93	0	0	2	-45	-1.9	-8	92
7	CCc1ccc(-c2nc(C(N)=O)c3[nH]c(=O)n(-c4ccccc4OC)c3n2)cc1	9	-36	26	2	1	9	-16	-6.1	-14	39
8	CC(OC(=O)c1cc[n+]([O-])cc1)C(=O)Nc1ccc(Cl)cn1 (stereo not given)	0	-36	96	1	4	8	-6	-2.5	-4	92
9	COc1ccccc1C(=O)N(Cc1nc(-c2ccc(Cl)cc2)no1)C(C)C	-2	/	61	-1	4	3	-25	0.4	6	51
10	Cc1ccc2c(CN3C(=O)NC4(CCCCC4)C3=O)cc(=O)oc2c1C	1	10	63	-1	5	21	-37	-2.0	-7	58
11	O=c1c(Cl)c(NCCO)ncn1-c1ccccc1	-5	-13	85	/	-1	6	13	-2.5	-3	91
12	CCC(C)(C)NC(=O)/C=C/c1cnc2ccccc2n1	10	-13	103	-6	0	3	2	-2.8	-5	94
13	CCn1c(=O)c2c3c(sc2n2c(=S)[nH]nc12)CCC3	8	21	90	-2	3	14	-49	-1.3	-7	97
14	NC(=O)c1c(-c2cccs2)csc1N	13	-7	106	0	1	14	-40	-1.8	-3	108
15	Nc1ccc2nc(-c3ccccc3)[nH]c2c1	-8	-39	87	/	1	57*	-1	-5.7	-28	81
16	COc1cccc2c1C(=O)CC2NC(=O)C(F)(F)F (stereo not given)	0	16	99	0	1	2	-65	0.4	-15	96
17	CC1CCCCN1C(=O)CSc1nc(C2CC2)nc2c1cnn2-c1ccccc1 (stereo not given)	-7	-19	76	/	3	5	-37	-1.1	13	80
18	CC(=O)Nc1ccc(S(=O)(=O)N(C)CC(=O)OCC(=O)Nc2cccnc2Cl)cc1	11	-1	100	-5	1	5	-7	0.5	3	101
19	CN(C)CCNC(=O)C(=O)NCC1OCCCN1S(=O)(=O)c1cccs1 (stereo not given)	-7	-8	94	-2	-1	17	-46	-0.3	1	95
20	Cc1ccc(NC(=O)N2CCc3ccccc32)cc1	8	-2	64	/	0	8	-28	-5.6	/	67
21	Cc1ccc2c(c1)C(c1ccccc1)N(C(=O)C(C)C)CC(=O)N2 (stereo not given)	-8	/	86	-1	3	13	-18	-0.7	0	90
22	CCC(=O)Nc1ccc(NC(=O)c2ccccc2Cl)nc1	-3	5	88	0	1	6	-25	0.3	-7	87
23	CCOC(=O)C(C)n1cnc2c(nnn2-c2ccc(OC)cc2)c1=O (stereo not given)	-16	/	97	1	3	3	0	0.9	-9	105
24	COCCOC(=O)C1=C(N)Oc2c(oc(CO)cc2=O)C1c1c(F)cccc1Cl (stereo not given)	-1	0	83	/	2	6	3	-0.6	-3	95
25	CC(=O)/C(=N\Nc1ccccc1)Oc1ccc([N+](=O)[O-])cc1	3	-2	69	/	3	24	-31	-6.1	/	78
26	Cc1ccc(NC2=NCC(=O)N2c2ccc3c(c2)OCCO3)c(C)c1	-5	-13	94	/	1	16	-32	-0.1	-2	97
27	Cc1ccc(-c2nnn(CC(=O)N(Cc3ccc(F)cc3)C(C(=O)NC3CCCC3)c3ccncc3)n2)o1 (stereo not given)	10	-2	83	/	0	13	-48	0.6	/	90
28	NS(=O)(=O)c1cccc2cccnc12	-3	-12	113	-1	5	6	-9	-0.1	-9	102
29	Cc1nc(-c2cccc(S(=O)(=O)N3CC(C)CC(C)C3)c2)cs1 (stereo not given)	-5	-9	72	-2	3	8	-24	-0.8	16	70
30	Cn1c(-c2ccc3c(c2)OCO3)c(C(=O)O)c(=O)c2ccccc21	9	/	93	-4	0	4	-21	-1.3	5	102
31	O=S(=O)(NCCc1ccncc1)c1ccc(Br)cc1	2	19	94	1	3	33	-22	-1.4	0	83
32	CCOC(=O)c1c(C)oc(/N=C/c2ccccc2O)c1C#N	-4	/	106	1	1	8	-22	-1.6	1	102
33	CCCCn1cnc2c([nH]c3ccccc32)c1=O	1	-3	84	/	2	13	1	-1.9	-29	101
34	COc1cc(OC)cc(C(=O)NC(=S)Nc2cc3oc4ccccc4c3cc2OC)c1	4	/	17	-12	-1	9	-35	-4.9	0	21
35	O=c1[nH]c(=O)n(Cc2ccccc2)c2nc(-c3ccco3)cc(C(F)(F)F)c12	-3	-1	51	-1	1	4	-37	-5.2	-10	75
36	Cc1cc(=O)n(C)c(=O)n1CCCCOc1cccc([N+](=O)[O-])c1	3	/	95	-5	2	11	-26	-2.8	-1	87
37	CCOC(=O)C(NC(=O)CC)(Nc1ccccc1OC)C(F)(F)F (stereo not given)	-19	-14	100	-1	2	37	-12	-1.2	-17	101
38	Cc1ccc(-n2c(-c3ccc(Br)cc3)c[n+]3c2CCc2ccc4cccnc4c2-3)cc1	59*	-23	0.8*	/	70*	2	24	-6.6	-20	1.5*
39	CCc1nnc(NC(=O)CCC(=O)N2CCN(CCc3ccccc3)CC2)s1	/	/	101	0	/	14	-13	-1.1	/	92
40	N#CCCNC(=O)CCN1CCOCC1	7	-41	115	1	0	4	-31	0.8	-1	103
41	Cc1ccc(NC2=CC(=O)CC(c3ccco3)C2)c(N)c1 (stereo not given)	7	-14	99	0	4	13	-42	-1.1	-11	89
42	COC(=O)c1ccc(CSc2nnc(N)s2)cc1	-11	-18	89	-1	4	8	-9	-1.4	/	95
43	COCc1[nH]nc2c1C(c1ccc(F)cc1F)C(C#N)=C(N)O2 (stereo not given)	/	/	90	-1	/	5	-48	-1.9	/	87
44	CCOC(=O)CSc1nnc(-c2cccc(Cl)c2)n1CC	-14	12	113	0	-1	22	-4	2.4	-8	101
45	CCN(C1CCCCC1)S(=O)(=O)c1ccc(C(=O)O)cc1	-3	-25	98	-1	2	5	-16	-2.1	-18	93
46	COc1ccc(/C=N/NC(=S)Nc2ccccc2)cc1COc1ccccc1F	1	/	82	0	2	7	-12	-0.1	4	79
47	COc1ccc(/C=N/NC(=O)c2ccccc2F)cc1CN1CCN(c2ccc(F)cc2)CC1	10	/	91	-2	6	5	1	-1.8	-3	86
48	COc1cc2c(cc1NC(=O)Nc1ccc(F)cc1)oc1ccccc12	0	22	71	0	-3	5	-39	-1.3	-3	60
49	CCOC(=O)CSc1nc(-c2ccccc2)cc(C(F)(F)F)n1	-2	1	89	/	11	4	-42	-1.5	/	95
50	CC1c2ccccc2SC(CCCN(C)C)c2ccccc21 (stereo not given)	-3	3	52	1	6	12	2	-4.4	0	56
51	CCCC(=O)Nc1nc2n(n1)C(c1ccccc1)CC(=O)N2 (stereo not given)	-4	-30	98	/	0	15	-14	0.6	-2	95
52	COC(=O)c1ccc(CN2CCN(Cc3ccc(C(=O)OC)o3)CC2)o1	-26	/	93	1	0	8	7	-1.7	5	89
53	Cn1c(N)c(C(=O)COC(=O)c2cc(C(F)(F)F)nc3ccccc23)c(=O)n(Cc2ccccc2)c1=O	0	-8	83	/	2	10	-38	0.5	12	90
54	Cc1cccc(-c2nsc(SCC(=O)NCc3ccc4c(c3)OCO4)n2)c1	2	-21	95	-11	10	14	-19	-3.2	-1	89
55	O=C(CN1CCOCC1)Nc1ccc(Oc2ccccc2)cc1	0	-9	93	0	4	10	-36	-0.1	-13	89
56	O=C(CCc1ccccc1)NNC(=S)NC(=O)c1ccccc1	-1	-32	8	/	2	3	69*	-2.5	-12	7
57	CCOC(=O)c1c(/N=C/N(C)C)sc(/C=N/Nc2ccccc2)c1-c1ccc(Cl)cc1	6	-33	68	-2	0	8	-16	-3.4	8	70
58	Cc1cc(C(F)F)n2nc(C(=O)Nc3ccccc3F)nc2n1	-7	-13	105	-1	3	18	-54	1.2	-22	89
59	Cc1ccc2[nH]cc(C(=O)CN3CCC4(CC3)OCCO4)c2c1	-7	22	90	/	-1	11	-20	-2.7	-9	89
60	COc1cc(C(=O)Nc2c(C)cc(C)cc2C)c([N+](=O)[O-])cc1OC	-3	/	91	/	3	15	-29	-2.8	-1	98

# Brought forward from above: 2 compounds, then new ones.
nr	canonical_smiles	GALR2 blocker	E-sel TNF inh	PTEN del growth	Phagocytosis inh	NPY Y2 blocker	Measles CPE	BB579 growth dn	MRP-1 activ	Yeast lifespan up	bCat KO growth
59	Cc1ccc2[nH]cc(C(=O)CN3CCC4(CC3)OCCO4)c2c1	-7	22	90	/	-1	11	-20	-2.7	-9	89
60	COc1cc(C(=O)Nc2c(C)cc(C)cc2C)c([N+](=O)[O-])cc1OC	-3	/	91	/	3	15	-29	-2.8	-1	98
61	CC(C)N(C)CCOC(=O)c1ccc2c(c1)OCCO2	9	7	109	/	-1	3	8	-0.4	/	92
62	Cn1c(CSc2nc3ccccc3s2)nnc1SCC(=O)NCc1ccccn1	-2	15	88	/	2	8	-40	-1.0	/	96
63	COc1ccc(C(=O)Nc2cc(OC)nc(OC)n2)cc1	1	-6	90	/	4	7	-32	-1.0	/	89
64	COc1ccc(C(=O)c2ccc(OC)c(N)c2)cc1N	9	-20	16	2	3	3	-2	-5.8	-23	13
65	CC(=C/c1ccccc1)/C=N/Nc1nc(N2CCCCC2)nc(N2CCCCC2)n1	4	/	12	-14	1	6	-34	-3.6	2	27
66	CN(C)CCCNC1=CC(=O)OC12CCCCC2	9	14	96	/	2	13	-14	-2.5	/	96
67	Cc1cc(NC(=O)c2cccc(N3C(=O)CCC3=O)c2)no1	12	6	96	3	-1	24	-4	1.7	-8	93
68	CN(C)c1nc(N)nc(/C(C#N)=C/C2CC3C=CC2C3)n1 (stereo not given)	-2	/	95	-1	0	7	2	-3.2	-4	86
69	Clc1ccc(-c2cn3cccnc3n2)cc1Cl	-3	-8	84	-1	6	20	21	-2.7	-10	89

# Compound activity deposited in PubChem by several laboratories.
